RSV antiviral HEp-2 = RSV antiviral activity via CPE protection, HEp-2 cells, primary 10 µM value included (AID 2391). HEp-2 cells, RSV-induced CPE inhibition; higher % means a stronger effect. one-dose CPE inhibition, % at 10 µM; IC50 in µM for titrated hits. 0.13% of 310,000 active; in the data active means a potency from the dose series; inconclusive means CPE inhibition mostly from about 23% at the one dose, without a potency; inactive means the rest, 99 in 100 with CPE inhibition below about 21%; further: strong numbers were not always called active
AID2073 = disruptors of CaV2.2 binding to Mint1 – biochemical, HTRF (AID 2073). HTRF protein-protein interaction, Mint1-CaV2.2; higher % means a stronger effect. inhibition, % at 20 µM, or IC50 in µM where a hit was titrated. 0.19% of 290,000 active; in the data active means inhibition mostly above about 51%, no sharp cut-off; inconclusive means no clear call, values can overlap the other calls; inactive means mostly below about 53%; further: some results filed as inactive read as strong as hits
LYP phosphatase = PTPN22 lymphoid phosphatase activity blockers – biochemical, fluorescence intensity, uHTS (AID 1779). recombinant LYP phosphatase, fluorescence intensity; higher % means a stronger effect. inhibition, % at 11.5 µM, or IC50 in µM where a hit was titrated. 0.054% of 290,000 active; in the data active means inhibition above about 50%;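 further: plate controls were vehicle with enzyme for no effect and no enzyme for full effect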
WT yeast gro inh = growth inhibition of WT yeast, mitochondrial fusion screen; mitochondrial fusion phenotypic screen, WT strain; AID 1362; 2.1% of 190,000 active; inhibition, % at 10 µM; in the data active means inhibition above about 58%; tested in S. cerevisiae
K1F lysis inhibition = protection from phage-mediated lysis, alamar blue read-out – E. coli UTI89, K1F phage, bacterial capsule biogenesis inhibitors (AID 488966); 0.02% of 340,000 active; E. coli UTI89 K1F phage lysis, alamar blue, 2 h; higher % means a stronger effect; one-dose inhibition, % at 100 µM; IC50 in µM for titrated hits;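 active means phage lysis inhibition, versus mean bacterial control, above a set limit; inconclusive means no clear call, values can overlap the other calls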;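 further: capsule biogenesis inhibitors block K1F phage lysis so surviving cells raise fluorescence; higher fluorescence means more inhibition of phage lysis; actives were called in the ten point dose series up to 300 µM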
Autophagy mod = alters autophagy in cells; 0.98% of 190,000 active; calls only at 10 µM (by protocol); MEF GFP-LC3 puncta imaging; test concentration mostly 10 µM;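 active means percentage of spot-positive cells more than 3 SD above its plate mean, without a fluorescence outlier flag or 80% toxicity; inconclusive means no clear call, values can overlap the other calls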;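 further: spot-positive cell cutoff set from DMSO-treated cells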
NTR1 ag = NTR1-driven beta-arrestin-GFP spot formation – imaging, U2OS cells, high content, primary screen (AID 493036); agonist mode; activation, % at 20 µM; 0.17% of 330,000 active;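 active means activation at or above 40% of the spot to cytoplasm intensity ratio, with at least 20 cells analyzed; inconclusive means wells under 20 cells, flagged as cytotoxic or low count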;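 further: 0% = DMSO without peptide and 100% = 100 nM NTR1 peptide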
Target sequence (P30989 whole entry, looked up): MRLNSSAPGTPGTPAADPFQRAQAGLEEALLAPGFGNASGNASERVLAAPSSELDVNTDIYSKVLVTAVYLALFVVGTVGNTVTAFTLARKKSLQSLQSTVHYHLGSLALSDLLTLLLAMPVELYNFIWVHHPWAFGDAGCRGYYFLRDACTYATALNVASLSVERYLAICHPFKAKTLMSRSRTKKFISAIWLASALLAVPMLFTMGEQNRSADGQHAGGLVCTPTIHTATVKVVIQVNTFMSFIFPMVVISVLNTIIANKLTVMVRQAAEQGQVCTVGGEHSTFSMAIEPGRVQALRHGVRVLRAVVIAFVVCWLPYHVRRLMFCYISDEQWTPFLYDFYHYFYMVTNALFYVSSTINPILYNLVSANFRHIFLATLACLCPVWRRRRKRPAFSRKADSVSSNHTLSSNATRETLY
Dengue-2 NS5 capping = Dengue-2 NS5 methyltransferase inhibitors, primary screen, biochemical, confirmation dose response (AID 588689); one-dose inhibition, % at 25 µM; IC50 in µM for titrated hits; Dengue-2 NS5 methyltransferase capping enzyme assay, biochemical; higher % means a stronger effect; 0.3% of 340,000 active; in the data active means a potency from the dose series; inconclusive means inhibition above about 29% without an active follow-up result
GPR35 antagonists = GPR35 antagonists blocking zaprinast-driven arrestin recruitment, primary screen, imaging, U2OS, beta-arrestin-GFP, zaprinast agonist (AID 2058); U2OS GPR35 beta-arrestin-GFP translocation imaging, zaprinast antagonism; higher % means a stronger effect; 0.052% of 290,000 active; one-dose inhibition, % at 10 µM; IC50 in µM for titrated hits;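 active means inhibition of at least 50% with at least 30 cells and total cytoplasm GFP at most 10,000,000; inconclusive means under 30 cells or total GFP of 10,000,000 plus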
WT yeast gro inh mutant strain = also measured in WT yeast gro inh; calls as there; inhibition, %; mitochondrial fusion phenotypic screen, mutant strain inhibition
Autophagy mod cell loss 18 h = second read-out of Autophagy mod, no call of its own (marks repeat the call); toxicity, %; measured here: cell loss, nuclei count;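 cell loss after 18 h compound exposure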
NTR1 ag cell count 20 µM = recorded beside NTR1 ag, whose call it bears; cell count; measured here: cell count, cytotoxicity flag
The depositor's hits bear a star; i = inactive; ? = inconclusive; nt = no result given; + = active, no number; & = joins results of further samples; [ ] = dose if it differs, or a comment.

smiles	RSV antiviral HEp-2	AID2073	LYP phosphatase	WT yeast gro inh	WT yeast gro inh mutant strain	K1F lysis inhibition	Autophagy mod	Autophagy mod cell loss 18 h	NTR1 ag	NTR1 ag cell count 20 µM	Dengue-2 NS5 capping	GPR35 antagonists
O=C(C1CCC(CNS(=O)(=O)c2cccc3nsnc23)CC1)N1CCN(c2ccccn2)CC1 (stereo not given)	-0.2%	7%	-4%	-6	-6	-0.2%	i	5	1.7	37	2%	-1%
C=CCOC(=O)C1=C[C@@H](c2cn(C(C)=O)c3ccccc23)C[C@@H](OCCCCO)O1	0.9%	24%	-5%	-6	3	-0.8%	i	10	-0.4	67	-18%	-10%
Cc1nn(C)c(=S)n1-c1ccc(Cl)cc1	1.3%	-6%	-9%	-8	9	-0.5%	i	32	-0.7	40	-11%	11%
CC(C)Cc1nnc(NC(=O)CCC(=O)N2CCN(c3ccc(F)cc3)CC2)s1	6.9%	-4%	-5%	nt	nt	1.5%	nt	nt	-0.6	61	-13%	0%
COc1ccc(CNC(=O)[C@H](Cc2ccccc2)NC(=O)C2CCN(C(=O)[C@H](C)N)CC2)cc1	2.6%	-3%	-8%	nt	nt	3.2%	nt	nt	-1.7	105	-3%	-2%
O=C(CSc1nc2ccccc2o1)Nc1nccs1	2.1%	3%	-2%	7	-9	0.6%	i	-2	0.3	37	-12%	-3%
CSc1ccccc1NC(=O)C1=COCCO1	1.6%	16%	-3%	nt	nt	-0.1%	nt	nt	-0.1	66	-1%	-7%
Cc1cc(C)c(S(=O)(=O)c2ccc(F)cc2C)c(Cl)n1	20%	5%	-9%	nt	nt	0.0%	nt	nt	-0.9	86	-3%	-3%
Nc1nc(Nc2ccccc2Cl)cc(=O)[nH]1	2.0%	7%	0%	nt	nt	0.0%	nt	nt	-3.2	79	-5%	20%
O=C(CN1CCN(CC(=O)Nc2ccc(F)cc2)CC1)NCC1(N2CCOCC2)CCCCC1	-0.6%	nt	nt	nt	nt	0.4%[50 µM]	nt	nt	-3.4	52	-6%	nt
CCOc1ccc(NC(=S)N(CCOC)C(C)c2cccnc2)cc1 (stereo not given)	0.1%	-23%	3%	2	-2	0.1%	i	10	2.3	56	6%	-4%
CCN(CC)S(=O)(=O)c1ccc(C)c(NC(=O)CN2C(=O)NC3(CCCC3)C2=O)c1	1.4%	7%	-7%	nt	nt	0.1%	nt	nt	-1.2	42	4%	-20%
COc1ccc(CNC(=O)c2ccc(-c3ccccc3)cc2)cc1OC	-0.1%	22%	-10%	-10	5	0.4%	i	5	1.6	93	-17%	-7%
O=C(CSc1ncnc2c1cnn2-c1ccc(F)cc1)NCc1ccc2c(c1)OCO2	4.3%	-4%	-3%	-4	0	1.6%[50 µM]	i	-5	0.0	70	4%	3%
Cc1sc2nc(CSCC(=O)Nc3ccc(C(F)(F)F)cc3)[nH]c(=O)c2c1C	0.1%	nt	nt	nt	nt	-0.1%[50 µM]	nt	nt	16	68	-8%	nt
CCc1cc2ccccc2nc1SCC(=O)Nc1cc(C)on1	3.2%	22%	-1%	0	1	0.3%	i	14	3.7	55	-3%	-4%
Cc1c(Cl)cccc1NC(=O)C(=O)NNC(=O)c1ccccc1F	-0.8%	0%	6%	19	18	0.6%	i	-15	0.5	56	2%	-15%
CCOc1ccc(C(=O)N/N=C/c2cccc3cccnc23)cc1	8.6%	6%	-2%	5	3	-0.2%	i	13	1.0	55	-5%	-7%
Cc1occc1C(=O)N1CCCC(Nc2ccc(F)cc2)C1 (stereo not given)	1.5%	2%	-5%	nt	nt	1.1%[50 µM]	nt	nt	-0.3	61	-5%	10%
Oc1ccc(Cl)cc1CNc1ccccn1	0.3%	1%	-9%	nt	nt	0.5%	nt	nt	0.8	59	-4%	-7%
Cc1ccc2c(CSc3nnc(C4CC4)n3N)cc(=O)oc2c1	0.0%	7%	-14%	11	12	2.0%	i	2	-1.4	54	-4%	2%
C=CCN(c1ccccc1)S(=O)(=O)c1cccc(C(=O)Oc2ccc3c(C)cc(=O)oc3c2)c1	3.8%	30%	-4%	0	10	0.3%[50 µM]	i	10	3.5	62	-10%	-21%
COc1cccc(NC(=O)C2CCN(c3ncccn3)CC2)c1	-0.2%	3%	-7%	-4	11	0.3%	i	3	-1.4	102	-4%	-12%
CN(C)CCC(c1ccc(Cl)cc1)c1ccccn1 (stereo not given)	0.2%&-0.8%&-1.1%	10%&4%	-8%&-4%	-8&-2	5&-3	-2.2%&-5.2%	i	25	-0.8&-2.3&-1.3	60&67&55	?	-12%&-8%
O=C1COc2ccc(C(=O)COC(=O)Cc3ccc(F)cc3)cc2N1	-1.6%	nt	nt	nt	nt	2.1%[50 µM]	nt	nt	-0.2	65	-1%	nt
Nc1ncc(Br)cc1S(=O)(=O)Nc1cc(C(F)(F)F)cc(C(F)(F)F)c1	7.8%	-3%	-3%	nt	nt	-0.9%	nt	nt	5.1	58	7%	-2%
O=C1Nc2ccccc2N(O)N1c1cc(-c2ccccc2)[nH]n1	-0.5%	4%	-10%	13	-25	0.9%	i	11	0.2	94	2%	-8%
Cc1cccc(C(=O)N(Cc2ccco2)c2c(N)n(Cc3ccccc3)c(=O)[nH]c2=O)c1	0.4%	nt	nt	nt	nt	0.6%[50 µM]	nt	nt	2.6	45	-3%	nt
CCOC(=O)c1sc(NC(=O)c2ccc(C)o2)nc1C	-1.1%	5%	1%	33	-2	0.1%[50 µM]	i	-4	-0.9	46	-1%	2%
Cc1ccc(C(=O)N/C(=C/C=C/c2ccccc2)C(=O)NCc2ccco2)cc1	2.4%	5%	1%	22	7	-0.4%	i	-5	1.6	55	-3%	14%

The listing continues.
molecule | RSV antiviral HEp-2 | AID2073 | LYP phosphatase | WT yeast gro inh | WT yeast gro inh mutant strain | K1F lysis inhibition | Autophagy mod | Autophagy mod cell loss 18 h | NTR1 ag | NTR1 ag cell count 20 µM | Dengue-2 NS5 capping | GPR35 antagonists
COc1ccccc1CCN=C(N)NS(=O)(=O)c1ccc(C)cc1 | 1.9% | 12% | -6% | 11 | -13 | 0.0% | + | 5.3* | -1.7 | 78 | -5% | -4%
COc1ccc(-n2c3c(cc(C(=O)NCC(=O)c4ccccc4)c2=O)C(=O)CC(C)(C)C3)cc1 | 1.8% | 13% | 3% | nt | nt | 0.5%[50 µM] | nt | nt | -0.3 | 65 | 9% | 8%
Cc1ccc(NC(=O)c2ccc3c(c2)C(=O)N(Cc2cccnc2)C3=O)c(C)c1 | 1.9% | 15% | -3% | 14 | -1 | 3.2% | i | 6 | 1.8 | 55 | -3% | -18%
O=C(NC1CCCC1)C1CCN(C(=O)c2ccc(-c3ccccc3)cc2)CC1 | 5.3% | -14% | -2% | 7 | 1 | -0.2% | i | 1 | 2.8 | 56 | -2% | 8%
N#CC1=C2C=Cc3ccccc3N2CCCC1=O | 1.6% | 5% | -6% | -3 | -2 | 0.5% | i | 22 | 2.5 | 43 | -2% | 0%
Cc1ccc(SCC(=O)Nc2ccc(S(=O)(=O)Nc3ncccn3)cc2)cc1 | 1.5% | 7% | -7% | -5 | -2 | 0.2% | i | 21 | 0.8 | 42 | 2% | -8%
Cn1c(=O)c2c(ncn2CC(=O)N2CCN(C(=O)c3ccco3)CC2)n(C)c1=O | -0.6% | -6% | -10% | 7 | 8 | 1.1% | i | 5 | 1.0 | 71 | -8% | 5%
COc1ccc(CC(=O)N2N=C(C)CC2(O)c2cccnc2)cc1OC (stereo not given) | 1.2% | -3% | -5% | -6 | 11 | 0.6% | i | 6 | -0.2 | 39 | 4% | 12%
CCOc1ccc(NS(=O)(=O)c2ccc(C(=O)N3CCCC(C)C3)cc2)cc1 (stereo not given) | 1.3% | nt | nt | nt | nt | 0.6%[50 µM] | nt | nt | 5.6 | 49 | 4% | nt
O=C(c1ccccc1)C1CCN(c2ncccc2[N+](=O)[O-])CC1 | nt | -1% | -6% | nt | nt | -0.2% | nt | nt | 1.5 | 52 | 2% | 1%
Cc1ccccc1C1=N/C(=C/c2cccs2)C(=O)O1 | 1.9% | 15% | 1% | -1 | 5 | 0.3% | i | 12 | 3.5 | 95 | 7% | -10%
CCCCNC(=O)N1CCN(C(c2ccccc2)c2ccccc2)CC1 | 2.0% | 5% | -6% | nt | nt | 0.1% | nt | nt | 1.3 | 90 | 1% | -3%
Cc1cccc(OCC(=O)Nc2ccc(CN3CCOCC3)cc2)c1C | 0.9% | 42% | -4% | nt | nt | -0.2% | nt | nt | 2.1 | 63 | -1% | 0%
O=C(NCC1CCCO1)c1cc(S(=O)(=O)N2CCCCC2)ccc1Cl (stereo not given) | -0.9% | nt | nt | nt | nt | 0.4%[50 µM] | nt | nt | -0.8 | 63 | -7% | nt
CCOc1ccc(NC(=O)CN(C)C(=O)CN2C(=O)C3CCCCC3C2=O)cc1OCC (stereo not given) | 0.1% | nt | nt | nt | nt | -0.4%[50 µM] | nt | nt | -1.2 | 69 | -4% | nt
CC(=O)Oc1cccc(N2C(=O)c3ccc(C(=O)Nc4c[nH]c(=O)[nH]c4=O)cc3C2=O)c1 | 1.5% | -3% | 1% | 1 | 8 | 0.0% | i | 6 | -1.4 | 88 | -1% | -15%

One compound at a time, as listed above. Screens in order: RSV antiviral HEp-2 | AID2073 | LYP phosphatase | WT yeast gro inh | WT yeast gro inh mutant strain | K1F lysis inhibition | Autophagy mod | Autophagy mod cell loss 18 h | NTR1 ag | NTR1 ag cell count 20 µM | Dengue-2 NS5 capping | GPR35 antagonists
`O=C(C1CCC(CNS(=O)(=O)c2cccc3nsnc23)CC1)N1CCN(c2ccccn2)CC1` (stereo not given) across the screens: -0.2% | 7% | -4% | -6 | -6 | -0.2% | i | 5 | 1.7 | 37 | 2% | -1%
`CN(C)CCC(c1ccc(Cl)cc1)c1ccccn1` (stereo not given) across the screens: 0.2%&-0.8%&-1.1% | 10%&4% | -8%&-4% | -8&-2 | 5&-3 | -2.2%&-5.2% | i | 25 | -0.8&-2.3&-1.3 | 60&67&55 | ? | -12%&-8%
`Cc1cccc(C(=O)N(Cc2ccco2)c2c(N)n(Cc3ccccc3)c(=O)[nH]c2=O)c1` across the screens: 0.4% | nt | nt | nt | nt | 0.6%[50 µM] | nt | nt | 2.6 | 45 | -3% | nt
`Cc1cc(C)c(S(=O)(=O)c2ccc(F)cc2C)c(Cl)n1` across the screens: 20% | 5% | -9% | nt | nt | 0.0% | nt | nt | -0.9 | 86 | -3% | -3%

Compound activity from PubChem.
